High-throughput results from PubChem.
Lipid droplet: hepatic lipid droplet formation modulation; AML12 mouse hepatocytes, oleate lipid droplets, BODIPY imaging; AID 1656; inhibition, % at 6.5 µM; 240,000 compounds, 0.4% hits;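 active = lipid droplet intensity inhibited by at least 50%, with more than 500 cells counted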
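Technique: fluorescence imaging, 20x objective, two fields per well / Assay system: AML12 hepatocytes (mouse) / Measure: % inhibition of lipid droplet signal / Doses: 6.5 µM single-point dosing / Incubation: overnight exposure / Reagent: 100 µM oleic acid challenge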
SIAH1 antagonists: blockers of Siah-1 interaction with plectin peptide – biochemical, fluorescence polarization, rhodamine-plectin, uHTS, primary screen (AID 1817). Siah-1 / rhodamine-plectin peptide fluorescence polarization; higher % means a stronger effect. displacement, % at 20 µM; hits with a dose series show IC50 in µM. 290,000 compounds, 0.02% hits;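 active = displacement of at least 50% at 20 µM, with a fluorescence ratio check between 0.3 and a set limit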;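 note: plate controls were Siah plus tracer with DMSO for no effect and tracer alone without Siah for full effect; strong numbers were not always called active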
UTI89 phage lysis: inhibition of K1F phage lysis, E. coli UTI89, bacterial capsule biogenesis inhibitors, alamar blue (AID 488966). E. coli UTI89 K1F phage lysis, alamar blue, 2 h; higher % means a stronger effect. 340,000 compounds, 0.02% hits. inhibition, % at 100 µM, or IC50 in µM where a hit was titrated;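 active = phage lysis inhibition, versus mean bacterial control, above a set limit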;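 note: capsule biogenesis inhibitors block K1F phage lysis so surviving cells raise fluorescence; higher fluorescence means more inhibition of phage lysis; actives were called in the ten point dose series up to 300 µM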
Lipid droplet cells 6.5 µM: also measured in Lipid droplet; calls as there; cell count; measured here: cell count, cytotoxicity flag;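 cells counted across two imaged fields per well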
The depositor's hits bear a star; [ ] = remark or other dose.

The first 3 entries, ahead of the listing:
Fields: UTI89 phage lysis | Lipid droplet cells 6.5 µM | Lipid droplet | SIAH1 antagonists
- O=C(O)C1C2C=CC(C2)C1C(=O)NCc1ccc(Cl)cc1Cl (stereo not given)
→ -1.9% | 848 | -1 | 10%
- COc1ccc(C(=O)O)cc1NC(=S)NC(=O)Cc1ccc(Cl)cc1
→ 0.0% | 843 | 0 | 0%
- O=C(NCc1cnc2ccccn12)C1CCC(=O)N(Cc2cccc(F)c2)C1 (stereo not given)
→ 0.9%[50 µM] | 700 | -3 | 0%

Results, from the first entry:
Fields: UTI89 phage lysis | Lipid droplet cells 6.5 µM | Lipid droplet | SIAH1 antagonists
- O=C(O)C1C2C=CC(C2)C1C(=O)NCc1ccc(Cl)cc1Cl (stereo not given)
→ -1.9% | 848 | -1 | 10%
- COc1ccc(C(=O)O)cc1NC(=S)NC(=O)Cc1ccc(Cl)cc1
→ 0.0% | 843 | 0 | 0%
- O=C(NCc1cnc2ccccn12)C1CCC(=O)N(Cc2cccc(F)c2)C1 (stereo not given)
→ 0.9%[50 µM] | 700 | -3 | 0%
- COc1ccccc1N(CC(=O)Nc1ccccc1C(=O)N1CCCC1)S(C)(=O)=O
→ 0.1% | 763 | 8 | 10%
- COc1ccc(N2CCN(C(=O)[C@@H](NC(=O)c3ccccc3Cl)C(C)C)CC2)cc1
→ 0.0% | 806 | 0 | 6%
- CCCn1c(SCC(=O)NC2CC2)nnc1-c1cccs1
→ -0.6%[50 µM] | 681 | 28 | 22%
- O=C(N/N=C/c1ccccn1)c1ccc(Cl)cc1
→ -0.2% | 776 | -3 | 5%
- CCOC(=O)C1CCCN(S(=O)(=O)c2ccc3ccccc3c2)C1 (stereo not given)
→ -0.1%[50 µM] | 785 | -6 | -2%
- O=C(CCNC(=O)C1CCN(S(=O)(=O)c2ccc(F)cc2)CC1)NCc1ccccc1Cl
→ -1.6% | 790* | 51* | -1%
- Cc1ccc(-n2nc3c(=O)n(CCCC(=O)NCc4ccc(C)o4)nc(C)c3c2C)cc1
→ 0.1% | 704 | 17 | 5%
- COc1ccc(CN(C)C(=O)c2ccc(NS(=O)(=O)c3ccc(F)cc3)cc2)c(OC)c1OC
→ -0.2% | 678 | 18 | 10%
- COc1cc2c(cc1OC)C(C)N(C(=O)c1sccc1C)CC2 (stereo not given)
→ 0.8% | 662 | -7 | -4%
- COc1ccc(-n2cc(-c3ccccc3)c3c(NCCOCCO)ncnc32)cc1
→ -0.5% | 813 | -11 | -2%
- Cn1ccc(C(=O)N/N=C/c2ccncc2)n1
→ 0.5%[50 µM] | 824 | -5 | -2%
- CSc1ccccc1C(=O)NCCSc1ccc(C)cc1
→ -1.8% | 778 | -19 | -2%
- CC(=O)c1cccc(NC(=O)c2ccc(NC(=O)CCS(=O)(=O)c3cccs3)cc2)c1
→ 0.6% | 733 | 2 | 5%
- CCN(CC)c1ccc(/C=N/NC(=O)CNC(=O)c2ccc3c(c2)OCCO3)cc1
→ -0.5% | 873 | -7 | -1%
- Cc1ccc(NC(=O)CSc2nn3c(=O)c(C)nnc3s2)cc1Cl
→ 1.6%[50 µM] | 821 | 0 | 1%
- CC12CCC(=O)C=C1CCC1C2C(O)CC2(C)C1CCC2(O)C(=O)CO (stereo not given)
→ 4.6% | 777 | 13 | 4%
- O=C(COC(=O)c1cccnc1)Nc1cccc2ccccc12
→ 0.2% | 817 | 12 | 2%
- CC(C)N(CCCNC(=O)Cn1c(=O)c2cccn2c2ccccc21)Cc1ccccc1
→ 0.3% | 639 | 0 | 4%
- COc1ccc(NS(=O)(=O)c2cc3c(cc2C)N(C)CCO3)c(OC)c1
→ 5.7% | 712 | -1 | -2%
- N#C/C(=C(/O)c1ccc(Br)s1)c1nc2ccccc2[nH]1
→ -0.5% | 771 | 0 | -5%
- Cc1ccc(CNC(=O)CN(c2ccc(C)cc2)S(=O)(=O)c2c(C)nn(C)c2C)cc1
→ 0.0% | 701 | 2 | 2%
- O=C(CCC1CCN(C(=O)Cc2c(F)cccc2F)CC1)NC1CC1
→ 0.2% | 772 | -11 | -4%
- C=CCNC(=O)C1CC(=O)N(c2ccc(OCC(=O)Nc3ccc(Cl)cc3)cc2)C1 (stereo not given)
→ 0.1% | 804 | -3 | 14%
- CCCCc1nc2cc(C(=O)N3CCCCC3COC)ccc2o1 (stereo not given)
→ 1.5%[50 µM] | 837 | 17 | 5%
- O=C(NCN1CCOCC1)c1cnccn1
→ -1.1%[50 µM] | 818 | 0 | -2%
- CCOc1ccc(NC(=O)CN(C)C(=O)c2cccnc2Sc2ccc(C)c(C)c2)cc1OCC
→ 1.1%[50 µM] | 800 | -2 | -1%
- Cc1ccc(C(=O)Nc2cccc(NC(=O)c3ccc(C)o3)n2)o1
→ 0.2% | 785 | -4 | -4%
- Cc1cc(=O)n2nc(N3CCC(C(=O)NCc4ccc(F)cc4)CC3)sc2n1
→ 0.2% | 709 | 6 | 2%
- COC(=O)c1ccc(N2CCN(C)CC2)c(NC(=O)c2ccc(-c3ccc(Cl)cc3)o2)c1
→ 0.9%[50 µM] | 745 | 0 | 5%
- Cn1cc(Br)c(C(=O)N2CCCCCC2)n1
→ 3.1%[50 µM] | 880 | 10 | -2%
- CCCCNC(=S)N(CCN(CC)CC)Cc1cc2cc3c(cc2[nH]c1=O)OCO3
→ 0.1% | 842 | 2 | -8%
- CN(Cc1nccn1C)C(=O)c1ccc2nc(Cc3ccccc3F)oc2c1
→ -0.1% | 725 | 4 | 4%
- Cc1cc(C(=O)NCC(c2cccs2)N2CCOCC2)ccc1[N+](=O)[O-] (stereo not given)
→ 0.0% | 762 | -13 | -4%
- O=C(Nc1nnc(C2=COCCO2)o1)c1ccc([N+](=O)[O-])cc1
→ 0.0% | 859 | 0 | -6%
- Cc1ccnc(NC(=O)c2ccc(Br)s2)c1
→ 0.1% | 827 | -3 | 0%
- COc1cc(C(C)=O)ccc1Oc1cc(NN2CCCCC2)c([N+](=O)[O-])cc1[N+](=O)[O-]
→ 2.0% | 779 | -19 | 2%
- CC1CCN(C(=O)c2ccc(Br)c(S(=O)(=O)N3CCOCC3)c2)CC1
→ 0.0% | 770 | -23 | 3%
- Cc1ccc(Cl)cc1N1CCN(C(=O)CCCn2c(=O)c3cccn3c3cccnc32)CC1
→ 0.0% | 770 | -13 | -2%
- COc1ccc(N2CCOCC2)c(NC(=O)c2cccc3ccccc23)c1
→ 1.9% | 819 | -18 | 2%
- CS(=O)(=O)N(CC(=O)N1CCOCC1)c1ccccc1
→ 0.3% | 847 | -7 | -1%
- CCOc1cc(/C=C2\NC(=S)N(C)C2=O)ccc1OCc1ccc(C(=O)O)cc1
→ 0.5% | 794 | -2 | 5%
- O=C(CCC1CCCCC1)NCc1cccnc1
→ -0.2% | 856 | 2 | 6%
- CCC(C)[C@H](NC(=O)[C@@H]1CSC2c3ccccc3C(=O)N21)C(=O)NC1CCCC1 (stereo not given in full)
→ 0.1% | 703 | 9 | 1%
- Cc1ccccc1NC(=O)C1C2CCCCC21 (stereo not given)
→ 0.2% | 822 | -2 | -6%
- O=C(CS(=O)(=O)c1c[nH]c2ccccc12)Nc1ccc(F)cc1
→ -0.1% | 705 | 15 | -4%
- CC(NC(=O)c1cccs1)C(S)c1ccccc1 (stereo not given)
→ -0.9% | 802 | -28 | 2%
- CC(C)(C)OC(=O)N1CCN(C(=O)c2[nH]cnc2C(=O)N[C@@H](Cc2ccccc2)C(=O)OCc2ccccc2)CC1
→ 0.0% | 876 | 26 | -3%
- COC(=O)c1ccc(N2NC(=O)/C(=C/c3ccc(OC)c(OC)c3)C2=O)cc1
→ -0.4% | 808 | 0 | 7%
- Cc1ccsc1C(=O)N[C@@H](C)c1nnc2ccccn12
→ -0.2% | 725 | -14 | 6%
- Cc1cccc(C)c1NC(=O)c1ccc2c(c1)CCN2S(C)(=O)=O
→ 1.0% | 771 | -10 | 6%
- Cc1ccc2c(c1)N(CC(=O)NCC1CCCO1)C(=O)C(C(C)C)O2 (stereo not given)
→ 0.2% | 802 | -3 | 15%
- CCOc1ccc(S(=O)(=O)NC(C)C(=O)NCc2ccccn2)cc1 (stereo not given)
→ 0.0% | 828 | 13 | 7%
- Cc1cc(C)cc(OCC(=O)N2CCc3ccccc3C2)c1
→ 0.2% | 823 | -15 | 10%
- CC(=O)Oc1ccc2occ(-c3ccccc3)c2c1
→ -0.1% | 846 | 2 | 6%
- CCCn1c(=O)c(C(=O)NNC(=O)Cc2ccccc2)c(O)c2ccccc21
→ 0.5% | 819 | -26 | -2%
- c1ccc(-c2nc(NC3CCCC3)c3ccccc3n2)cc1
→ 1.5% | 836 | 0 | 0%
- Cc1ccc(S(=O)(=O)CCC(=O)Nc2ccccc2Br)cc1
→ 0.2% | 859 | 1 | 2%

One compound at a time, from the list above.
COc1ccc(CN(C)C(=O)c2ccc(NS(=O)(=O)c3ccc(F)cc3)cc2)c(OC)c1OC is entered as UTI89 phage lysis = -0.2%; Lipid droplet cells 6.5 µM = 678; Lipid droplet = 18; SIAH1 antagonists = 10%
Cc1cc(C(=O)NCC(c2cccs2)N2CCOCC2)ccc1[N+](=O)[O-] (stereo not given) is entered as UTI89 phage lysis = 0.0%; Lipid droplet cells 6.5 µM = 762; Lipid droplet = -13; SIAH1 antagonists = -4%

Remaining list, next part
Fields: UTI89 phage lysis | Lipid droplet cells 6.5 µM | Lipid droplet | SIAH1 antagonists
- Cc1cc(Cl)ccc1NC(=O)CCC(=O)N/N=C/c1cccnc1
→ 0.0% | 657 | 16 | 7%
- Cc1ccc(NC(=O)NNC(=O)c2ccc3c(c2)NC(=O)C(C)(C)O3)cc1
→ 0.3% | 867 | 6 | -3%
- Cc1csc(CNC(=O)C2CCC(=O)N(CCc3cccc(F)c3)C2)n1 (stereo not given)
→ 1.0%[50 µM] | 814 | 4 | 3%
- CC1Cc2cc(S(=O)(=O)NCCC(=O)N(C)Cc3ccccc3)ccc2N1C(=O)C1CC1 (stereo not given)
→ 0.5% | 740* | 61* | 0%
- Cc1ccc(C(=O)O)cc1NS(=O)(=O)c1ccc2ccccc2c1
→ 0.1% | 850 | -13 | 1%
- Cc1ccc(NC(=O)CCn2c(=O)c3cccn3c3ccccc32)cc1C
→ 0.3% | 677 | -5 | -2%
- CSc1nsc(SCC(=O)NCc2ccccc2)n1
→ 0.1% | 836 | -6 | 17%
- Cc1c(OC(C)C(=O)NCc2cccnc2)ccc2c3c(c(=O)oc12)CCCC3 (stereo not given)
→ -0.3% | 690 | 2 | 2%
- COc1cccc(NC(=O)C2CCCN2C(=O)NC2CCCCC2)c1 (stereo not given)
→ 0.0% | 766 | 0 | 5%
- Cc1c(CCC(=O)NCCCC(=O)O)c(=O)oc2cc3oc4c(c3cc12)CCCC4
→ -0.2% | 795 | 8 | 7%
- Cc1ccc(CN(C(=O)COc2ccc(C)c(C)c2)C2CCS(=O)(=O)C2)o1 (stereo not given)
→ 0.5% | 749 | -15 | 6%
- CCc1ccc2[nH]c3nc(N/N=C/c4cccc(O)c4)nnc3c2c1
→ 11% | 817 | 4 | 1%
- Cc1cc(C)c(S(=O)(=O)N2CCN(C(=O)N3CCCCC3)CC2)c(C)c1
→ -0.2% | 830 | -9 | 3%
- COc1ccc(C2/C(=C(\O)c3ccc4c(c3)OCCO4)C(=O)C(=O)N2Cc2cccnc2)cc1OC (stereo not given)
→ 0.2% | 715 | 1 | 1%
- FC(F)(F)c1ccc(NCCc2ccccc2)nc1
→ 1.0% | 764 | -4 | -6%
- CC(C)(C)N(Cc1ccccc1)C(=O)COC(=O)CN1C(=O)NC2(CCCC2)C1=O
→ 1.5%[50 µM] | 863 | 4 | 2%
- COc1ccc(OC)c(CN2CCN(C(=O)c3cc(S(=O)(=O)Nc4ccccc4OC)ccc3C)CC2)c1
→ 0.0%[50 µM] | 542 | -35 | 1%
- COc1cc(CSc2nc(-c3ccccc3)cc(=O)[nH]2)cc(OC)c1
→ 0.2% | 720 | -3 | 4%
- CC(=O)N1N=C(c2cccc([N+](=O)[O-])c2)OC1(C)c1cccs1 (stereo not given)
→ 0.8%[50 µM] | 818 | -2 | -4%
- CCn1c(Cc2ccc(OC)cc2)nc2ccccc21
→ -1.4% | 826 | 2 | 4%
- CN(CC(=O)Nc1cccc(F)c1)CC(=O)Nc1ccccc1Oc1ccccc1
→ -0.2% | 858 | 9 | 5%
- CC(C)C[C@H](NC(=O)[C@H](Cc1ccccc1)n1c(=O)[nH]c2ccccc2c1=O)C(=O)N1CCC(C(=O)O)CC1
→ 4.5% | 803 | -1 | -4%
- O=C(c1ccc(Br)cc1)N1CCC(C(=O)N2CCN(Cc3ccccc3)CC2)CC1
→ 1.3%[50 µM] | 642 | -5 | -1%
- COc1ccc(CN(C)C(=O)c2cc(-c3ccc(OC)c(OC)c3)nc3ccccc23)c(OC)c1
→ 0.0% | 643 | -8 | -3%
- CCOC(=O)c1c(NC(=O)Cn2nc(C(=O)O)c3ccccc3c2=O)sc2c1CCC(C)C2 (stereo not given)
→ 0.2% | 646 | -1 | -1%
- COc1ccc(/C=C2\SC(=S)N(CC(=O)N(C)C3CCS(=O)(=O)C3)C2=O)cc1 (stereo not given)
→ -0.3% | 778 | 0 | -2%
- CC(C)c1ccc(NS(=O)(=O)c2ccc3c(c2)NC(=O)CO3)cc1
→ -0.1% | 720 | 5 | -3%
- COc1ccc(C(=O)N2CCC(C(=O)NC3CC3)CC2)cc1
→ 0.3% | 767 | -1 | 5%

These rows are one share of the data. The share of hits here may be higher or lower than overall.
